Bioassay records from PubChem BioAssay.
NCI-60 one-dose screen, 48 h, at 10 µM unless noted. Numbers give growth in % (100 = growth as untreated, 0 = no growth, -100 = all killed).
SNB-19 – SNB-19 CNS cancer cells. hit rate 2.5% among 81,000. AID 1794751
HCC-2998 – HCC-2998 colon cancer; hit rate 4.7% among 79,000; AID 1794799
SW-620 – SW-620 colon cancer; hit rate 5.2% among 82,000
SF-539 – SF-539 CNS cancer. hit rate 6.8% among 81,000
DU-145 – DU-145 prostate cancer; AID 1794760; hit rate 4.2% among 81,000
SNB-75 – SNB-75 CNS cancer; hit rate 5% among 79,000; AID 1794750
HT29 – HT29 colon cancer | hit rate 7.4% among 81,000 | AID 1794748
PC-3 – PC-3 prostate cancer cells; hit rate 3.9% among 80,000
KM12 – KM12 colon cancer cells; hit rate 5% among 82,000
Active calls of the source: *; . = not tested or not shown; & = joins results of further samples; [ ] = another dose, or the depositor's remark. How the source made its calls: active means growth percent below 10; inactive means the rest.

SMILES	SNB-19	HCC-2998	SW-620	SF-539	DU-145	SNB-75	HT29	PC-3	KM12
CC1CC2Oc3ccc(Cl)cc3C(=O)N2O1 (centres undefined)	112	97	99	102	102	101	105	97	107
OCC1(CO)CC2(C1)CC(CO)(CO)C2	108	95	104	121	101	86	101	.	100
O=C(O)c1ccc(P(=O)(O)O)c([N+](=O)[O-])c1	107	111	98	104	108	87	101	98	105
CC(=O)Oc1cc(C(=O)O)cc(OC(C)=O)c1OC(C)=O	108&93	100&102	107&103	104&121	113&118	90&88	97&114	95&93	106&112
CCN(CC)c1ccc2cc(C(Nc3ccc(F)cc3)c3nnnn3C(C)(C)C)c(=O)oc2c1 (centres undefined)	86	94	100	102	103	76	92	71	97
CCCC(=O)NC(c1cccnc1)c1ccc2cccnc2c1O (centres undefined)	70	76	46	58	69	.	32	57	63
COc1ccc(-c2nn(-c3cccc(Cl)c3)cc2C2CC(c3ccc(Br)cc3)=NN2C(C)=O)cc1 (centres undefined)	63	106	104	63	106	72	79	77	102
CC1[C@H]2[C@H](C[C@H]3[C@@H]4CC=C5c6sc(Nc7ncccn7)nc6CC[C@]5(C)[C@H]4CC[C@@]32C)O[C@]12CC[C@@H](C)CO2 (some centres undefined)	93	104	99	105	98	112	104	55	92
O=S(=O)(O)NS(=O)(=O)O	102	95	100	95	116	96	102	91	113
O=C(Nc1nc2ccc(S(=O)(=O)Nc3ccc(C4(C(F)(F)F)CC4)cc3)cc2[nH]1)c1cnccn1	40	63	19	6.0*	30	-27*	16	28	9.7*
NC(C(=O)O)C(O)c1ccco1 (centres undefined)	114	107	102	110	115	106	120	96	107
O=C(O)c1ccc(-n2cc(/C=N/Nc3ccc(Cl)cc3)c(-c3ccc(O)cc3)n2)cc1	98	96	60	96	93	93	80	67	66
O=C(CCN1C(=O)/C(=C/c2ccccc2)SC1=S)N1CCOCC1	101	112	79	92	77	92	102	111	84
c1ccc2[nH]c(-c3cscn3)nc2c1	103	113	115	.	125	132	101	100	105
CCN(CC)CCN(C(=O)C(c1ccccc1)c1ccccc1)c1ccc(OC)cc1	89	87	99	108	105	80	80	66	97
O=C(Nc1ccc(S(=O)(=O)N2CCOCC2)cc1)C(Cl)Cl	91	109	104	100	95	82	100	102	100
CCOC(=O)C(Cc1cc(N)c(Oc2ccc(OC)cc2)c(N)c1)NC(C)=O (centres undefined)	100&113	122&103	95&106	94&100	105&115	99&91	105&106	97&85	102&105
CCCCOC(=O)N1CCCCC1	116	96	.	105	115	92	109	101	114
C=C1CCC2C3(C)COC(C)(C)OC3CCC2(C)C1C/C=C1\C=COC1=O (centres undefined)	97	120	114	107	119	102	103	99	112
c1cc(-c2ccc3c(c2)OCO3)n2nccc2n1	101	87	105	89	106	84	103	94	.
C/C(=C(\c1ccc(OCCN2CCCCCC2)cc1)c1ccc(OC(=O)c2ccccc2)cc1)c1ccc(Cl)cc1	58	61	26	58	66	74	1.7*	34	32
COc1cc2ccccc2cc1N=C=O	105	101	107	102	111	88	98	84	100
COc1ccc(Nc2nc(N)nc3c2CCc2occc2-3)cc1	99	108	106	97	102	95	87	90	96
Cc1[nH]c2ccccc2c(=O)c1-c1ccccc1	94	.	99	99	110	86	114	100	113
C/C(=N\NC(N)=S)c1nc2ccc(Cl)cc2[nH]1	58	56	41	43	34	44	33	52	32

Single records, as listed above.
Results for `O=C(CCN1C(=O)/C(=C/c2ccccc2)SC1=S)N1CCOCC1` → SNB-19 = 101; HCC-2998 = 112; SW-620 = 79; SF-539 = 92; DU-145 = 77; SNB-75 = 92; HT29 = 102; PC-3 = 111; KM12 = 84
Results for `CCCC(=O)NC(c1cccnc1)c1ccc2cccnc2c1O` (centres undefined) → SNB-19 = 70; HCC-2998 = 76; SW-620 = 46; SF-539 = 58; DU-145 = 69; SNB-75 = .; HT29 = 32; PC-3 = 57; KM12 = 63

The listing continues.
SMILES	SNB-19	HCC-2998	SW-620	SF-539	DU-145	SNB-75	HT29	PC-3	KM12
COc1ccc(-c2nc3cnccn3c2Nc2ccc(OC)c(OC)c2)cc1	100	108	120	100	109	75	99	107	107
CCCCOC(=O)c1ccc(NC(=O)CCCCl)cc1	90	102	101	96	97	95	85	78	88
O=C(/C=C/c1cccc(Oc2ccccc2)c1)c1ccc(Nc2nc(Nc3ccc(F)cc3)nc(Nc3ccc(Cl)cc3)n2)cc1	108	67	104	116	117	93	101	94	105
CN(C)c1oc(C(=O)O)nc1C#N	100	111	103	115	121	112	105	105	111
Cc1nc(N)nc(N)c1[N+](=O)[O-]	109	112	111	98	120	90	112	94	114
Cn1cc(-c2nc(-c3c[nH]c4ncccc34)cs2)c2cc(Cl)ccc21	74	81	73	72	54	64	39	42	9.9*
COC(=O)[C@H](CCCCNC(=O)OC(C)(C)C)Nc1nc(N)nc(N(C)C2CCCCC2)c1C=O	96	116	109	111	104	88	106	95	117
COC(=O)c1ccc(N=Cc2cc3ccccc3[nH]c2=O)cc1	107	105	100	103	110	96	110	111	107
C/C(Cc1ccc(Cl)cc1)=C(\c1ccc(OCCCN(C)C)cc1)c1ccc(OC(=O)c2ccccc2)cc1	102	96	104	94	112	97	73	91	102
COc1c(F)cccc1/C=C/C(=O)/C=C(O)/C=C/c1cccc(F)c1OC	92	119	103	106	101	97	98	85	95
CC(C)NC(=O)N1C(=O)CCC1C(=O)NCc1ccc(Cl)cc1Cl (centres undefined)	104	100	103	106	109	97	105	93	97
CC(C(=O)n1cc(-c2ccccc2)c(-c2ccccc2)c1)c1ccccc1 (centres undefined)	102	104	111	104	113	93	107	96	105
O=c1cc(N2CCN(Cn3cncn3)CC2)c2ccccc2n1-c1ccccc1	102	116	107	91	93	54	108	102	102
O=C1OCC2=C1C(c1cccc(Br)c1)c1cc3c(cc1N2CCO)CCC3 (centres undefined)	29	.	18	-1.5*	-29*	38	-12*	22	-47*
NC(=S)N/N=C/c1ccc(OCc2ccccc2)cc1	73	79	66	.	85	68	48	64	85
CN(C)c1ccc(/C=N/C2=NNC(C)(c3ccccc3O)N2C(Cc2c[nH]c3ccccc23)C(=O)O)cc1 (centres undefined)	105	113	98	101	114	92	100	82	93
O=S(=O)(Nc1nccs1)c1ccccc1	103	103	104	93	100	97	94	88	95
CN1CN(C2CCCCC2)CSC1=S	101	93	98	93	110	83	85	79	98
Cc1cc2cc3c(=O)[nH]c(=O)cc-3n(CC(O)C(O)C(O)CO)c2cc1C (centres undefined)	114	109	90	107	95	103	110	100	108
CCN(CC)CCOC(=O)c1ccc(NC(=O)OCCCOC(=O)Nc2ccc(C(=O)OCCN(CC)CC)cc2)cc1	108	106	98	85	104	79	76	90	100
O=C(Nc1cc(F)ccc1F)c1cc2c(=O)n3ccccc3nc2s1	90	110	104	91	96	124	97	103	109
CC(=O)c1cc(C(=O)c2ccccc2)n2c1ccc1ccccc12	98	121	99	83	128	.	109	81	83
CC[C@H]1O[C@H](SC(NC(=O)c2ccccc2)=C(C#N)C#N)[C@H](C)[C@H](C)[C@H]1C	99	96	104	94	109	75	100	99	100
O=c1/c(=C/C=C/c2ccccc2)sc2nc3ccccc3n12	97	100	107	101	106	103	112	102	101
COc1cnc2c(c1)C(=O)c1c-2n(CCCN2CCNCC2)c(=O)c2cc(Cl)ccc12	30	54	-85*	-94*	-96*	40	-80*	-84*	12

Grouped by structure: the entries above with a furan ring, fused or not.
SMILES	SNB-19	HCC-2998	SW-620	SF-539	DU-145	SNB-75	HT29	PC-3	KM12
NC(C(=O)O)C(O)c1ccco1 (centres undefined)	114	107	102	110	115	106	120	96	107
COc1ccc(Nc2nc(N)nc3c2CCc2occc2-3)cc1	99	108	106	97	102	95	87	90	96

Rewritten with values under each structure: part of the list above
Each structure is followed by: SNB-19	HCC-2998	SW-620	SF-539	DU-145	SNB-75	HT29	PC-3	KM12
CCN(CC)CCOC(=O)c1ccc(NC(=O)OCCCOC(=O)Nc2ccc(C(=O)OCCN(CC)CC)cc2)cc1
    108	106	98	85	104	79	76	90	100
O=C(Nc1cc(F)ccc1F)c1cc2c(=O)n3ccccc3nc2s1
    90	110	104	91	96	124	97	103	109
CC(=O)c1cc(C(=O)c2ccccc2)n2c1ccc1ccccc12
    98	121	99	83	128	.	109	81	83

Quoted at random: four entries already listed
SMILES	SNB-19	HCC-2998	SW-620	SF-539	DU-145	SNB-75	HT29	PC-3	KM12
CCCCOC(=O)c1ccc(NC(=O)CCCCl)cc1	90	102	101	96	97	95	85	78	88
CN(C)c1oc(C(=O)O)nc1C#N	100	111	103	115	121	112	105	105	111
O=C1OCC2=C1C(c1cccc(Br)c1)c1cc3c(cc1N2CCO)CCC3 (centres undefined)	29	.	18	-1.5*	-29*	38	-12*	22	-47*
O=S(=O)(Nc1nccs1)c1ccccc1	103	103	104	93	100	97	94	88	95

Further compounds.
SMILES	SNB-19	HCC-2998	SW-620	SF-539	DU-145	SNB-75	HT29	PC-3	KM12
CCOC(=O)C[n+]1ccc(C(=O)c2cc3ccccc3[nH]2)cc1	108	103	101	99	110	78	100	103	105
CCCOc1nc(SCCC)nc2c1cnn2-c1ccccc1	103	100	103	98	110	99	83	102	105
COC(=O)c1ccc([N+](=O)[O-])c(C)c1	119	106	103	96	113	88	121	93	100
Nc1ccc(CCCCc2ccc(Cl)cc2Cl)cc1	103	.	104	87	103	102	104	84	90
NCCN1CCN(c2nccc(-c3ccc4ccccc4c3)n2)CC1	64	14	-38*	-5.0*	85	82	-34*	46	48
O=C(c1ccco1)C(O)c1ccco1 (centres undefined)	106	123	116	112	115	101	147	129	115
NC(=O)NC[C@H](N)C(=O)O	96[20 µM]	118[20 µM]	100[20 µM]	102[20 µM]	109[20 µM]	71[20 µM]	101[20 µM]	99[20 µM]	101[20 µM]
COc1ccc(N(C)c2ncnc3occ(C)c23)cc1	27	7.3*	34	-20*	-40*	45	7.7*	.	-33*
COc1cc(CNC(=O)Cc2ccccc2)ccc1OCc1cn(-c2ccc(Cl)c(Cl)c2)nn1	97	103	105	100	102	94	109	99	98
N#Cc1c(-c2ccc(Cl)cc2)cc(-c2cc3ccccc3o2)nc1SCC(=O)c1ccc(Cl)cc1	100	102	94	112	121	77	97	85	95
CCOC(=O)CSc1sc(C(=O)OCC)c(N)c1N(CC)S(=O)(=O)c1ccc(Cl)cc1	106	112	107	99	108	81	100	99	100
NC(N)=N/N=C/c1cccc(Cl)c1Cl	86	7.4*	-4.7*	96	69	64	24	89	10
CCOC(=O)c1c2c(n3ccc(C)cc13)C(=O)c1ccccc1C2=O	98	101	89	102	102	100	88	78	94
NC1=NC2(CCCC2)N(c2ccc(S(=O)(=O)Nc3nccs3)cc2)C(N)=N1	100	109	105	95	111	112	109	102	101
COc1ccc(-c2cc(-c3cccs3)n(Cc3ccccc3)c(=O)c2C#N)cc1	89	96	109	103	116	92	104	98	107
Cc1ccc(C(=O)c2ccc(CC(=O)N=Nc3c(O)[nH]c4ccc(Br)cc34)n2C)cc1	89	124	91	92	98	84	105	89	98
COC(=O)[C@]1(C)CCC[C@]2(C)[C@H]3C[C@H]4[C@H]5[C@@H]6C/C(=C\c7ccco7)C(=O)[C@H]5[C@@]3(CC[C@H]21)C[C@@]4(C(C)C)O6	85	96	97	96	103	78	91	58	90
O=C(Nc1ccc(Cl)cc1)Nc1cccc2nsnc12	97	98	93	86	90	78	83	73	85
CCCN(CCC)C(C)C(O)c1cc2c(c3ccccc13)CCCC2 (centres undefined)	93	93	91	116	122	55	39	65	101
COc1ccc(/C=C2\Oc3cc(OCCN4CCCC4)ccc3C2=O)cc1	97	105	94	95	108	92	94	101	103
c1cc2c(cc1CNC1CCCCC1)OCO2	.	93	107	108	107	90	97	96	103
N#CCSc1ncnc2nc[nH]c12	98	106	104	92	114	98	105	93	127
O=c1[nH]cnc(O)c1[N+](=O)[O-]	107	111	95	116	117	111	106	106	108
Nc1nc(Nc2cccc(Cl)c2)c2c(n1)-c1ccoc1CC2	98	113	102	93	94	80	84	98	99
CC/C(=N\NS(=O)(=O)c1ccc(C)cc1)c1ccc(OC)c(C)c1	99	101	102	94	110	98	108	97	81

(listing goes on)
SMILES	SNB-19	HCC-2998	SW-620	SF-539	DU-145	SNB-75	HT29	PC-3	KM12
Brc1ccc2[nH]cc(-c3nn4cc(-c5ccccc5)nc4s3)c2c1	99	83	85	85	92	53	67	60	58
CC1(C)OB(c2ccc(Cn3cc(F)c(=O)[nH]c3=O)cc2)OC1(C)C	103	104	96	101	113	103	112	101	99
Cc1cnc(C(=O)NCCc2ccc(S(=O)(=O)NC(=O)NC3CCCCC3)cc2)cn1	99&110	110&103	105&116	102&107	114&120	89&85	105&109	109&89	107&119
CCOC(=O)c1cc(=O)c2ccc(OCc3ccccc3)cc2o1	101	104	106	109	108	94	96	96	108
CCN1CC(=O)N(/N=C2\C(=O)Nc3ccccc32)C1=S	92	99	87	94	112	80	102	92	95
NS(=O)(=O)c1ccc(NCc2nc(NC(=O)c3ccncc3)c3ccccc3n2)cc1	100	127	94	92	105	79	107	83	110
C#C[C@]1(O)CC[C@H]2[C@@H]3CC=C4c5sc(Nc6cccc(C)n6)nc5CC[C@]4(C)[C@H]3CC[C@@]21C	19	47	-23*	-49*	44	-24*	38	-1.4*	.
NS(=O)(=O)c1ccc(N2C(=O)c3ccc(C(=O)O)cc3C2=O)cc1	98	110	102	104	107	94	94	96	103
O=C1NC(=S)NC(=O)C1=Cc1ccccc1C(=O)O	.	103	106	102	118	86	102	97	112
O=C(CCN1CCC2CCC(C2)C1)c1ccc(F)cc1 (centres undefined)	110	103	103	93	119	105	105	95	104
N#CC1(C#N)C(/C=C/c2ccco2)OC23CCCCC2C1(C#N)C(=N)O3 (centres undefined)	93	99	98	103	100	88	103	.	104
Clc1ccccc1/C=C/c1ccc2ccccc2n1	106	100	102	104	103	56	111	81	96
COc1ccc(/C=C2\N=C3N(NC(SC)=C(C#N)C(=N)N3c3ccccc3)C2=O)cc1	101	111	102	102	110	104	122	91	100
COc1ccc(/C=N/Nc2ccccc2)cc1	102	60	40	71	88	113	89	72	38
CN(C)c1ccc(/C=C2/C=C(c3ccc(Cl)c(Cl)c3)OC2=O)cc1	98	95	95	100	110	81	105	92	99
